Compound activity: PubChem, several laboratories
hiPSC survival: enhancers of human iPSC single-cell survival. hiPSC single-cell survival, ATPlite luminescence; 100% = ROCK inhibitor wells, 0% = DMSO. AID 602274. actives 0.044% (n = 360,000). survival enhancement, % at 20 µM; in the data active = survival enhancement above about 18%;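 also: cells exposed to compounds for 16 hours before the ATP read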
Cardio protect: modulators protecting cardiomyocytes from myocardial damage; H9c2 cardiomyocytes, H2O2 injury protection, ATPLite, 2 h; protection from H2O2 cell death, % at 20 µM; actives 0.63% (n = 360,000); AID 588492;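 active = compounds giving at least 50% protection of heart cells from peroxide-induced death in the single-dose screen, raw or plate-pattern-corrected value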;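 also: 0% = DMSO wells with peroxide and 100% = DMSO wells without peroxide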
aDG glyco up: increases alpha dystroglycan glycosylation; Pro5-aDG cells, alpha-DG glycosylation AlphaScreen (IIH6); 0% Pro5, 100% B10-LARGE cell signal; activation, % at 10 µM; actives 0.22% (n = 360,000); AID 624168;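 active = activation of at least 8% versus controls, or a plate z-score of at least 8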;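 also: Pro5 are CHO cells carrying HIG-tagged alpha-DG that lacks glycosylation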
Exocytosis inh: lytic granule exocytosis inhibition | inhibition, % at 10 µM | TALL-104 LAMP-1 surface exposure, flow cytometry; cells stimulated with thapsigargin and PMA | actives 0.66% (n = 360,000);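 active = inhibition above about 55%, limit read from the data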
Vif inh: HIV Vif inhibition. inhibition, % at 7.49 µM. AID 602346. HEK293T cells, Vif self-association by quenched fluorescence, imaging, 24 h. actives 0.35% (n = 340,000); in the data active = inhibition above about 50%, passing the limit was not always enough; also: some results filed as inactive read as strong as hits
HTR2A ag: mouse HTR2A agonism via beta-arrestin recruitment. P35363. CHO-K1 mHTR2A beta-arrestin complementation, luminescence; percent of 30 µM serotonin response. activation, % at 7.6 µM. actives 0.66% (n = 360,000). AID 624169;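 active = activation above a run cutoff, the mean activation of all tested compounds plus 3 SD, cut at about 14% in these data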;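 also: 0% = plate median of compound wells and 100% = 30 µM serotonin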
N-glyco inh: blocks N-linked glycosylation in D54 reporter cells; reporter increase, % at 12.5 µM; D54 ERlucT glycosylation luciferase reporter, 24 h; percent of 100 nM tunicamycin response; AID 588692; actives 0.23% (n = 360,000);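 active = mean luciferase reporter signal, scaled so untreated is 0 and the glycosylation-blocking control 100, at or above a set limit in every replicate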;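 also: luciferase carries N-glycosylation sites so blocking glycosylation raises the light; 0% = median of neutral control wells and 100% = median of 100 nM tunicamycin wells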
PDI turbidity: blocks human protein disulfide isomerase activity; actives 0.052% (n = 350,000); PDI insulin aggregation turbidity, A650, 90 min; inhibition, % at 10 µM; P07237;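 active = mean inhibition across replicates of 30% or more, whatever share of single replicates reach that level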;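 also: absorbance from insulin aggregation driven by PDI reduction with DTT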
ABCB6 inh MLPCN: inhibitors of human ABC transporter ABCB6. fluorescence ratio to DMSO, % at 10 µM. K562-ABCB6 porphyrin accumulation, flow cytometry, 1 h; stronger effect = lower value. Q9NP58. actives 0.19% (n = 360,000);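 active = fluorescence ratio to DMSO below 75%, the collection mean minus 3 SD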;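 also: signal is porphyrin accumulated inside mitochondria; 100% equals median channel fluorescence of DMSO control wells; lower ratio means ABCB6 inhibition with less porphyrin fluorescence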
Target sequence (Q9NP58 whole entry, looked up): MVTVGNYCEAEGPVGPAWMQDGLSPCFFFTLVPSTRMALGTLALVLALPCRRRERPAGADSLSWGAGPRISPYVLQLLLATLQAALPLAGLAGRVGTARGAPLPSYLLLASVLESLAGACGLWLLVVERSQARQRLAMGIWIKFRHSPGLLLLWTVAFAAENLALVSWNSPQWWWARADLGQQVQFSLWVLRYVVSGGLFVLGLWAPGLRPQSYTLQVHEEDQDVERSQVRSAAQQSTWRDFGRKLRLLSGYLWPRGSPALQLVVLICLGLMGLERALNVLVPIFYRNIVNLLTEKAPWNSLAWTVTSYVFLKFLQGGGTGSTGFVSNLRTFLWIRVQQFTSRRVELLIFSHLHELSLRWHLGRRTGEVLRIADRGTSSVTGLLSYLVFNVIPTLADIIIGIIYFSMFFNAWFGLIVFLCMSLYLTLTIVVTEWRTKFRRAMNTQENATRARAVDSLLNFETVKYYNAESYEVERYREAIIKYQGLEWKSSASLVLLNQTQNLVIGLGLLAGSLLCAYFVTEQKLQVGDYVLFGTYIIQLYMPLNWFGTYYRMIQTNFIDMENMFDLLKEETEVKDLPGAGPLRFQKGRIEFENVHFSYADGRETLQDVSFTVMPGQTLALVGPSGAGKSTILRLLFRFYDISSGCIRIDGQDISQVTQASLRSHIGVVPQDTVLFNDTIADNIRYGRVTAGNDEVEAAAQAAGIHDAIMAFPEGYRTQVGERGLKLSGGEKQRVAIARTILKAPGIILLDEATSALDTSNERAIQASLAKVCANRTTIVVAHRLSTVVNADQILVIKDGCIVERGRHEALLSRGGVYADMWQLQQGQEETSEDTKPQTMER
CaV13 ICDI inh: Disruptors of the CACNA1D IQ motif to Ca2+-dependent inactivation inhibitor domain association, primary screening, Förster resonance energy transfer in intact living …; actives 0.098% (n = 340,000); HEK cells, CFP/YFP FRET ICDI-IQ, plate reader, 10 min; percent FRET-ratio fall versus neutral wells; inhibition, % at 12.3 µM; AID 743397;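 active = mean replicate inhibition of at least 30% and at least 1% of replicates passing that level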;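 also: 0% = median of the neutral control wells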
Active calls of the source: *; · = not tested or not shown. Hits appear at their usual frequency. Share with any hit: about 3.1%.

entry	Compound	hiPSC survival	N-glyco inh	Exocytosis inh	Cardio protect	PDI turbidity
1	Cc1cccc(C)c1NC(=O)CSc1nc(COc2ccccc2)nc2ccccc12	-0.3	-1	0	-7	-2
2	O=C(CSc1nnc(CNC(=O)c2ccccc2F)o1)Nc1ccc2c(c1)OCO2	-1.0	0	-10	10	5
3	CCOC(=O)C1=C(O)/C(=C/c2ccc(CNC(=O)C(=O)Nc3ccc(C)cc3)o2)N=C1C	-0.4	2	-3	-3	6
4	CCC(C(=O)Nc1ccc(OC)c(Cl)c1)c1ccccc1 (centres undefined)	-1.9	0	3	-3	15
5	Cc1[nH]cnc1C(=O)N/N=C/c1c(Cl)cccc1Cl	-0.5	-2	-5	-19	9
6	CCOC(=O)c1c(NC(=O)COC(=O)CCCOc2ccc(OC)cc2)sc(C(=O)N(C)C)c1C	5.4	2	-2	-2	13
7	Cn1c(=O)cc(N)n(-c2ccccc2)c1=O	0.5	0	5	8	1
8	N#CC1=C(N)Oc2n[nH]c(-c3cccs3)c2C1c1ccco1 (centres undefined)	-0.7	5	0	2	-5
9	O=C(c1ccccc1F)N(Cc1nc2ccccc2c(=O)[nH]1)C1CCCC1	1.0	1	-2	4	8
10	CCC(C)(C)C1CCc2[nH]nc(C(=O)NCc3ccc(OC)cc3)c2C1 (centres undefined)	-1.2	1	-7	-7	-4

entry	ABCB6 inh MLPCN	Vif inh	aDG glyco up	HTR2A ag	CaV13 ICDI inh
1	82	10	0.1	-2	·
2	94	-21	-0.3	-6	-15
3	99	7	0.3	-1	-7
4	87	·	0.2	0	-6
5	98	-3	0.0	-2	-16
6	89	-11	-0.3	9	-3
7	101	·	0.0	2	-4
8	111	14	0.0	2	-5
9	95	-10	-0.1	-5	-21
10	98	-3	-0.3	1	-5

(further entries)
entry	Compound	hiPSC survival	N-glyco inh	Exocytosis inh	Cardio protect	PDI turbidity
11	COc1ccccc1-c1nn(-c2ccccc2)cc1C(=O)NCC(c1ccco1)N1CCCC1 (centres undefined)	-0.8	-2	5	-4	2
12	c1sc2[n+](c1C13CC4CC(CC(C4)C1)C3)CCS2	-1.0	5	-6	-6	4
13	Cc1noc(C)c1S(=O)(=O)NCc1cccc(Cl)c1	0.2	2	-2	2	9
14	COc1ccc(NC(=S)N2CCCN(Cc3cccc(Cl)c3)C2)cc1	-0.7	-2	0	10	8
15	Cc1cc(C(F)F)n2nc(C(=O)O)nc2n1	-0.5	1	1	-1	-5
16	COc1ccc(NC(=O)C(=O)c2cn(CC(=O)N3CCCC3)c3ccccc23)c(OC)c1	0.6	0	-6	2	2
17	C[C@@H](c1ccccc1)N1C[C@@H](COCc2ccccc2)Oc2cc(N3CC[C@@H](O)C3)ccc2S1(=O)=O	0.8	·	-1	·	·
18	COc1ccc(-c2nnnn2C(C)C)cc1S(=O)(=O)Nc1ccccc1	0.2	0	0	1	-2
19	COC(=O)c1ccc(C(=O)OC)c(NC(=O)C2CC(=O)N(C3CCCC3)C2)c1 (centres undefined)	-0.8	-1	-4	4	14
20	N=C(N)SCC1=CCS(=O)(=O)C1	0.0	3	-7	-6	-2

entry	ABCB6 inh MLPCN	Vif inh	aDG glyco up	HTR2A ag	CaV13 ICDI inh
11	104	·	0.1	-16	-5
12	95	5	0.0	7	-4
13	103	1	0.1	-3	-3
14	105	-1	0.0	-11	-1
15	98	8	0.1	5	-5
16	98	-3	-0.3	3	·
17	95	·	-0.2	4	-9
18	95	-3	-0.1	1	-9
19	91	26	0.0	5	-2
20	99	10	0.0	0	-1

More structures.
entry	Compound	hiPSC survival	N-glyco inh	Exocytosis inh	Cardio protect	PDI turbidity
21	C=CCNc1ncnc2c1ncn2[C@H]1CN(Cc2cccc3ccccc23)C[C@@H](CO)O1	2.2	0	-2	9	39*
22	COc1ccc(C(C)(C)C)cc1NC(=O)COC(=O)c1cnc(C)cn1	2.4	0	0	6	1
23	Nc1nc(-c2ccc(-c3ccccc3)cc2)cs1	-1.7	-9	4	-24	-2
24	CCN(CC(=O)Nc1ccc(OC)cc1)C(=O)c1cc(-c2cccs2)nn1-c1ccccc1	-0.5	-5	0	69*	1
25	COc1ccc(C(=O)CSc2nnc(CNC(=O)c3ccco3)n2C)cc1OC	-0.2	0	-16	0	0
26	COc1ccc(CC(=O)Nc2ccccc2C(=O)N2CCCC2)cc1	-0.5	2	6	8	1

entry	ABCB6 inh MLPCN	Vif inh	aDG glyco up	HTR2A ag	CaV13 ICDI inh
21	97	-15	0.0	-2	-5
22	100	-3	-0.3	0	-8
23	102	-28	-0.5	-4	1
24	102	-9	-0.4	-5	-6
25	104	3	-0.1	-2	-8
26	101	0	-0.1	5	-6

9 successive entries from above, quoted:
entry	Compound	hiPSC survival	N-glyco inh	Exocytosis inh	Cardio protect	PDI turbidity
18	COc1ccc(-c2nnnn2C(C)C)cc1S(=O)(=O)Nc1ccccc1	0.2	0	0	1	-2
19	COC(=O)c1ccc(C(=O)OC)c(NC(=O)C2CC(=O)N(C3CCCC3)C2)c1 (centres undefined)	-0.8	-1	-4	4	14
20	N=C(N)SCC1=CCS(=O)(=O)C1	0.0	3	-7	-6	-2
21	C=CCNc1ncnc2c1ncn2[C@H]1CN(Cc2cccc3ccccc23)C[C@@H](CO)O1	2.2	0	-2	9	39*
22	COc1ccc(C(C)(C)C)cc1NC(=O)COC(=O)c1cnc(C)cn1	2.4	0	0	6	1
23	Nc1nc(-c2ccc(-c3ccccc3)cc2)cs1	-1.7	-9	4	-24	-2
24	CCN(CC(=O)Nc1ccc(OC)cc1)C(=O)c1cc(-c2cccs2)nn1-c1ccccc1	-0.5	-5	0	69*	1
25	COc1ccc(C(=O)CSc2nnc(CNC(=O)c3ccco3)n2C)cc1OC	-0.2	0	-16	0	0
26	COc1ccc(CC(=O)Nc2ccccc2C(=O)N2CCCC2)cc1	-0.5	2	6	8	1

entry	ABCB6 inh MLPCN	Vif inh	aDG glyco up	HTR2A ag	CaV13 ICDI inh
18	95	-3	-0.1	1	-9
19	91	26	0.0	5	-2
20	99	10	0.0	0	-1
21	97	-15	0.0	-2	-5
22	100	-3	-0.3	0	-8
23	102	-28	-0.5	-4	1
24	102	-9	-0.4	-5	-6
25	104	3	-0.1	-2	-8
26	101	0	-0.1	5	-6
